Screening data (PubChem BioAssay)
GSH bead fluor: compound fluoresces at 488/530 nm on GSH beads; 190,000 tested, 0.25% active; fluorescence (KMESF) at 10 µM; AID 1776; GSH beads flow cytometry, compound fluorescence 488/530 nm; active compounds read high; in the data active = fluorescence above about 89;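 note: glutathione beads carrying GST-tagged Bcl family fusion proteins plus one bare bead set; values are compound well signal with DMSO vehicle wells as background; inactives centre near 16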
Bim-Bcl-B: disrupts Bim peptide binding to human Bcl-B; Q9HD36; bead-based flow cytometry; inhibition, % at 10 µM; 190,000 tested, 0.073% active;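 note: 0% = tracer peptide without compound and 100% = reference inhibitor peptide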
Bim-Bfl-1: inhibitors of Bim-Bfl-1 interaction, human | Q16548 | Bead-based flow cytometry, Bim-Bfl-1 binding inhibition | inhibition, % at 10 µM | 190,000 tested, 0.12% active | AID 1008;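 note: 0% = wells without compound plus tracer and 100% = blocker peptide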
ABCB1 inh: blocks JC-1 efflux by human ABCB1 transporter. CCRF-Adr cells, flow cytometry. 190,000 tested, 0.067% active. inhibition, % at 6.6 µM; in the data active = inhibition above about 40%;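 note: 0% = vehicle and 100% = reference inhibitor; higher value means more JC-1 retained so stronger ABCB1 efflux block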
Target sequence (P08183 whole entry, looked up): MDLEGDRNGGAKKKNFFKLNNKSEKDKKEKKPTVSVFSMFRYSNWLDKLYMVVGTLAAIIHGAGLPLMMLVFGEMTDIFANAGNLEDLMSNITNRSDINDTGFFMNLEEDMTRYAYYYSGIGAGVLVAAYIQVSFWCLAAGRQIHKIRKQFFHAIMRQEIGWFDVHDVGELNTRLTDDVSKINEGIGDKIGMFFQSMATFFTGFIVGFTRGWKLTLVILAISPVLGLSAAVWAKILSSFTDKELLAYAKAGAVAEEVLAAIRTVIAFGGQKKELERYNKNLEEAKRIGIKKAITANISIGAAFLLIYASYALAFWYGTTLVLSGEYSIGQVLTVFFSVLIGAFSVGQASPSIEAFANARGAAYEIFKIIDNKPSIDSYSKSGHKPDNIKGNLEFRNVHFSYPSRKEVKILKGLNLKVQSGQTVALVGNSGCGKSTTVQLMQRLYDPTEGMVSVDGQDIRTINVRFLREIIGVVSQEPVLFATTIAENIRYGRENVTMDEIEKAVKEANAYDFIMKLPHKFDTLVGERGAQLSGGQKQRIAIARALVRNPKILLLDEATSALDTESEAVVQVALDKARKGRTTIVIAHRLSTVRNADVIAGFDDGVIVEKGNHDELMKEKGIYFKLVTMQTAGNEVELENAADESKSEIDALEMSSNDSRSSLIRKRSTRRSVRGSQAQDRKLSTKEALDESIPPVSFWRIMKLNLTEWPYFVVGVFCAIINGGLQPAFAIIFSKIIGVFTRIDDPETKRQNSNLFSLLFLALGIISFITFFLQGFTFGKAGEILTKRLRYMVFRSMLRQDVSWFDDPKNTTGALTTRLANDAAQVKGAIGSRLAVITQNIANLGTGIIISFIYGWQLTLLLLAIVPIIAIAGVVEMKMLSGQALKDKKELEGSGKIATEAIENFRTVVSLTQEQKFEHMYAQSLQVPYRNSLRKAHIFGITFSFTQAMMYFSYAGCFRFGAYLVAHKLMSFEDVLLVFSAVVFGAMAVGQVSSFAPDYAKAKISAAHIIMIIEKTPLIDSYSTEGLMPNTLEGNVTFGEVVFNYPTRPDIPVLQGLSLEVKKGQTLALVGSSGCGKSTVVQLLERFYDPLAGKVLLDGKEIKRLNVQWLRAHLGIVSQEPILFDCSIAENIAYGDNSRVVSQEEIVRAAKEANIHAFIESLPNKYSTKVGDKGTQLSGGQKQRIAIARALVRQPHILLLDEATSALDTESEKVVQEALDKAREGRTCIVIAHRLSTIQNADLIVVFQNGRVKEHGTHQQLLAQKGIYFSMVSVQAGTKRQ
Avidin bead fluor: avidin bead compound fluorescence profile. 220,000 tested, 0.38% active. Avidin beads, compound fluorescence 488/530 nm, flow cytometry; active compounds read high. AID 1775. fluorescence (KMESF) at 10 µM; in the data active = fluorescence above about 47; note: inactives centre near 10
Bim-Bcl-2: disrupts Bim peptide binding to human Bcl-2; P10415; AID 950; inhibition, % at 10 µM; Bead-based flow cytometry, Bim peptide-Bcl-2 binding; 190,000 tested, 0.06% active; in the data active = inhibition above about 40%; inconclusive = no clear call, values can overlap the other calls;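 note: 0% = no compound wells with probe peptide and 100% = reference peptide inhibitor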
RGS7-Gao reg: human RGS7-Galphao interaction regulation | binding response (% of control), % at 10 µM | AID 1439 | Multiplexed bead flow cytometry, RGS7-Galphao binding; actives lie on both sides | 220,000 tested, 0.35% active | P09471; in the data active = binding response below about 49% or above about 150%; inconclusive = no clear call, values can overlap the other calls; inactive = in between;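 note: fluorescent Galphao held in activated GDP-AlF4 state binding bead-coupled RGS7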
Bcl-XL Bim block: human Bim-Bcl-XL interaction inhibition; Q07817; Bim peptide-Bcl-XL binding, bead flow cytometry, fluorescence; inhibition, % at 10 µM; 190,000 tested, 0.04% active
ABCG2 inh: human ABCG2 inhibition, ABCB1 as counter-screen | Q9UNQ0 | IgMXP3 cells, JC-1 efflux, flow cytometry | inhibition, % at 6.6 µM | 190,000 tested, 0.1% active;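 active = inhibition above 80%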;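 note: 0% = DMSO and 100% = nicardipine control wells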
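Test system: ABCG2 IgMXP3 and barcoded ABCB1 CCRF-Adr cell mix; Schedule: cells with compound and JC-1, 10 min at 25 °C, rotating, no wash; Technique: flow cytometry of retained JC-1 fluorescence; Measure: % inhibition of efflux relative to nicardipine and DMSO; Controls: nicardipine high and DMSO low controls.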
RGS4-Gao reg: modulates binding of RGS4 to human Galphao | 220,000 tested, 0.33% active | binding response (% of control), % at 10 µM | Multiplexed bead flow cytometry; actives lie on both sides; in the data active = binding response below about 49% or above about 150%; inactive = in between;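 note: fluorescent Galphao activated with aluminum fluoride binding bead-coupled RGS4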
Bcl-W Bim block: disrupts Bim peptide binding to human Bcl-W | bead-based flow cytometry | Q92843 | inhibition, % at 10 µM | 190,000 tested, 0.02% active;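 note: 0% = bound tracer without compound and 100% = peptide blocker; higher means less fluorescent Bim peptide bound to Bcl-W beads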
* marks the source's active call; other numbers are inactive results; ? = inconclusive; . = no result given. Cut-off read from the data, not from the text of the source, unless noted: active = inhibition above about 40%.

SMILES	GSH bead fluor	Bim-Bcl-B	Bim-Bfl-1	ABCB1 inh	Avidin bead fluor	Bim-Bcl-2	RGS7-Gao reg	Bcl-XL Bim block	ABCG2 inh	RGS4-Gao reg	Bcl-W Bim block
COc1ccc(NCC(O)Cn2c(C)c(C)c3ccccc32)cc1 (stereo unspecified)	23	-5	-6	0.8	9	0	102	-4	3	101	-2
CCc1ccccc1N(CC(=O)N1CCN(c2ccc(F)cc2)CC1)S(C)(=O)=O	38	-10	-10	-2.4	6	-7	105	-13	-3	105	-3
O=C(COc1ccc(Cl)cc1)N1CCCC1	17	-2	-1	0.3	10	1	102	-4	2	103	0
Cc1cc(N2C(=O)CC(N3CCN(C(c4ccccc4)c4ccccc4)CC3)C2=O)no1 (stereo unspecified)	28	-4	-2	1.3	14	-1	94	-2	4	88	-4
C/C(=N\NC(=O)C1CC1c1ccccc1)c1cccc([N+](=O)[O-])c1 (stereo unspecified)	18	-1	-1	0.1	16	-3	101	-2	5	105	-1
Cc1nn(CC2CC2)c(=O)n1-c1ccccc1F	18	1	4	-1.0	10	-2	102	-1	-2	99	-3
CC(=O)Nc1ccc(-c2cn3cccnc3n2)cc1	12	0	-2	0.2	42	-1	102	0	1	101	0
COP(=O)(OC)c1nc(-c2cccc3ccccc23)oc1N1CCOCC1	11	-8	-13	1.0	14	-6	98	-6	28	98	-4
CC(NS(=O)(=O)/C=C/c1ccccc1)C(=O)NCCc1ccc(S(N)(=O)=O)cc1 (stereo unspecified)	19	-1	-2	-0.1	9	0	103	-4	0	105	0
COc1cc(CNC2CCCc3ccccc32)cc(OC)c1OC (stereo unspecified)	9	-5	-1	0.0	4	-3	102	-7	0	101	-4
CCOc1ccc(NC(=O)CCN2CCN(c3ccccc3OC)CC2)cc1	38	-8	-18	1.9	22	-7	100	-4	15	102	-2
c1ccc(-n2ncc3c(NCc4ccc5c(c4)OCO5)ncnc32)cc1	17	2	5	0.6	4	5	100	0	1	95	2
CCOc1ccc(NC(=S)N2CCc3cc(OC)c(OC)cc3C2COc2ccc3c(C)cc(=O)oc3c2)cc1 (stereo unspecified)	12	-12	-3	1.9	14	-3	100	-8	2	101	-5
CSc1ncccc1C(=O)OCC(=O)NC1CCS(=O)(=O)C1 (stereo unspecified)	25	-6	-8	1.3	34	-4	100	-8	10	99	-6
CC1=CCC2C(=O)N(c3nc4ccccc4n3C)C(=O)C2C1 (stereo unspecified)	45	-9	-8	0.3	8	-6	102	-2	12	94	3
Nc1ccc(N2CCN(c3cccc(Cl)c3)CC2)cc1	7	-3	-3	0.2	1	-2	93	-2	5	94	0
N=c1c(-c2nc3ccccc3[nH]2)cc(C(=O)c2ccco2)nn1-c1ccccc1	23	-9	1	4.4	10	1	102	-1	21	102	0
CC(C)N1CCN(Cc2cccn2-c2cccnc2)CC1CCO (stereo unspecified)	9	-3	-6	0.2	8	-2	96	-5	0	99	-1
CCCC(OC(=O)CC1Sc2ccccc2NC1=O)C(=O)NCc1ccco1 (stereo unspecified)	63	0	0	1.9	1	-1	97	2	8	98	3
Nc1cc(N)nc(SCC(=O)NCC2CCCO2)n1 (stereo unspecified)	14	0	0	0.1	37	0	98	-3	0	97	-2

No new results follow: an excerpt of the list.
SMILES	GSH bead fluor	Bim-Bcl-B	Bim-Bfl-1	ABCB1 inh	Avidin bead fluor	Bim-Bcl-2	RGS7-Gao reg	Bcl-XL Bim block	ABCG2 inh	RGS4-Gao reg	Bcl-W Bim block
CCc1ccccc1N(CC(=O)N1CCN(c2ccc(F)cc2)CC1)S(C)(=O)=O	38	-10	-10	-2.4	6	-7	105	-13	-3	105	-3
O=C(COc1ccc(Cl)cc1)N1CCCC1	17	-2	-1	0.3	10	1	102	-4	2	103	0
Cc1cc(N2C(=O)CC(N3CCN(C(c4ccccc4)c4ccccc4)CC3)C2=O)no1 (stereo unspecified)	28	-4	-2	1.3	14	-1	94	-2	4	88	-4
C/C(=N\NC(=O)C1CC1c1ccccc1)c1cccc([N+](=O)[O-])c1 (stereo unspecified)	18	-1	-1	0.1	16	-3	101	-2	5	105	-1
Cc1nn(CC2CC2)c(=O)n1-c1ccccc1F	18	1	4	-1.0	10	-2	102	-1	-2	99	-3

The results go on:
SMILES	GSH bead fluor	Bim-Bcl-B	Bim-Bfl-1	ABCB1 inh	Avidin bead fluor	Bim-Bcl-2	RGS7-Gao reg	Bcl-XL Bim block	ABCG2 inh	RGS4-Gao reg	Bcl-W Bim block
Nc1cc(C(=O)O)ccc1N1CCCCC1	14	5	9	0.9	5	2	89	-8	5	97	-4
Cc1nc2nc(C)c(CCC(=O)NC(C)c3ccc4c(c3)OCCO4)c(C)n2n1 (stereo unspecified)	20	-1	-1	0.0	38	-5	105	0	0	105	-3
CCN(Cc1ccncc1)C(=S)Nc1ccc(Cl)cc1	13	-5	-2	0.5	12	0	?	0	14	102	2
CCc1cc2cc(C)cc(C)c2nc1SCC(=O)NNC(=O)c1ccco1	12	0	0	0.0	9	-2	102	-4	6	100	-6
CN(C)/N=C/c1ccc(/C=N/NC(N)=S)o1	12	-3	0	0.9	11	1	?	-3	9	102	-3
COc1cccc(C(=O)N/N=c2\sc3ccccc3n2C)c1	10	-4	-1	0.4	1	-3	92	-4	4	89	-1
Cc1nnc(SCc2cc(=O)[nH]c(Nc3nc(C)c4cc(C)c(C)cc4n3)n2)s1	7	-16	-4	1.3	12	.	101	.	3	101	.
COC(=O)N/N=C/c1c[nH]c2ccccc12	9	-6	7	-0.5	12	0	103	-3	-2	101	-6
c1ccc2c(CNCCN3CCOCC3)cccc2c1	13	1	11	-0.3	5	0	87	4	0	94	2
C(=N\n1cnnc1)/c1ccc(OC2CSC2)cc1	7	-1	1	0.3	19	2	112	0	2	107	0
Cc1nn(CC(=O)Nc2nccs2)c(C)c1[N+](=O)[O-]	23	-5	-6	0.5	9	-1	103	-1	0	100	0
CCOC(=O)Cc1ccc(NC(=O)c2ccc([N+](=O)[O-])cc2)cc1	20	0	-2	0.4	9	0	?	0	15	105	-2
Cc1ccc(-c2cc(-c3ccc(F)cc3)c(C#N)c(N)n2)o1	22	-5	32	-0.3	4	3	103	-1	15	99	2
COc1nccnc1NS(=O)(=O)c1ccc(NC(=S)NC(=O)c2ccccc2)cc1	19	-5	-19	-0.1	15	-8	102	-11	0	101	-7
CC(=O)Nc1sc2c(c1C(c1ccccn1)N1CCN(C)CC1)CCCC2 (stereo unspecified)	14	-2	-3	1.0	9	-1	?	-3	2	101	0
Cc1cc(C)cc(C(=O)NCC(=O)OC(C)C(=O)N(C)c2ccccc2)c1 (stereo unspecified)	12	-6	-5	1.3	12	-1	?	-2	2	98	-3
CC(=O)C1C(c2ccccc2OC(F)F)NC(=O)NC1(O)C(F)(F)F (stereo unspecified)	17	0	4	0.4	37	4	98	-11	1	101	-5
CCS(=O)(=O)N1CCN(C(=O)c2cccnc2)CC1	16	0	0	0.4	39	-2	99	2	2	103	1
Cc1cc2c(C)nc(N/N=C/c3ccc([N+](=O)[O-])cc3)nc2o1	9	-4	-1	1.0	11	0	88	0	18	90	-3
COC(=O)c1ccccc1NC(=O)Cc1ccccc1OC	15	-8	2	0.7	4	-1	106	-3	7	103	-6

Quoted from the listing.
CCN(Cc1ccncc1)C(=S)Nc1ccc(Cl)cc1 | Bcl-XL Bim block: 0
Cc1ccc(-c2cc(-c3ccc(F)cc3)c(C#N)c(N)n2)o1 | Bcl-W Bim block: 2

Later entries.
SMILES	GSH bead fluor	Bim-Bcl-B	Bim-Bfl-1	ABCB1 inh	Avidin bead fluor	Bim-Bcl-2	RGS7-Gao reg	Bcl-XL Bim block	ABCG2 inh	RGS4-Gao reg	Bcl-W Bim block
O=C(NCCc1ccccc1)c1ccc(CS(=O)(=O)c2ccc(Cl)cc2)o1	11	-7	-3	0.8	6	0	93	0	8	92	1
COC(=O)CC1SCCNC1=O (stereo unspecified)	5	-2	-7	0.1	5	-3	86	-2	0	87	-1
FCCCOc1ccc(/C=N/OCc2ccc(Cl)cc2)cc1	18	1	1	0.6	8	0	97	0	9	99	0
O=C(NC(=S)Nc1ccc(N2CCOCC2)c(Cl)c1)c1cncc(Br)c1	2	-3	0	0.5	12	-3	98	-3	7	102	-1
C=CCn1cn[nH]c1=S	14	-6	-1	2.3	9	-1	108	-3	12	100	1
CCC(=O)/C=C1/Sc2ccccc2N1CC	30	-12	3	-0.2	6	0	107	-5	0	100	0
COc1ccc(OC)c(N2CC(O)=C(c3nc4ccccc4s3)C2=N)c1	35	-6	-10	1.8	8	-9	97	-6	18	100	-1
COc1ccccc1CNC(=O)COC(=O)/C=C/c1cccs1	6	-3	-1	0.1	10	-1	93	-4	6	96	-4
CCOC(=O)C(CC(C)C)CP(=O)(O)CNC(=O)OCc1ccccc1 (stereo unspecified)	29	-6	-13	1.4	18	-4	103	-1	1	102	1
Cc1cccc(CN(CC(=O)N/N=C/c2cccs2)S(=O)(=O)c2ccc(Cl)cc2)c1	8	-2	-1	1.5	31	-4	98	-3	4	96	-4
Cc1ccc(NC(=S)N2CCCC(CO)C2)c(C)c1 (stereo unspecified)	20	-9	-7	0.7	6	-6	103	0	2	103	-3
Cc1ccc(NC(=O)c2ccccc2F)cc1S(=O)(=O)N1CCCCCC1	9	-3	-4	0.1	25	-3	109	-1	3	108	-1
COc1ccc(C2C(C(C)=O)=C(C)N=c3s/c(=C/c4ccc5c(c4)OCO5)c(=O)n32)cc1 (stereo unspecified)	36	-11	-8	2.1	9	-6	105	-14	5	100	-2
CCOc1cc(C)c(Cl)cc1S(=O)(=O)n1nnc2ccccc21	21	-4	-12	-0.5	26	-2	100	-1	1	101	2
Cc1ccc2nc3c(cc(S(=O)(=O)c4ccccc4)c(=N)n3Cc3ccco3)c(=O)n2c1	12	-5	-3	2.4	12	-2	91	-4	7	95	0
Cc1ccc(C(=O)Nc2sc3c(c2C(=O)NCc2ccco2)CCCC3)cc1	11	-2	-10	-4.2	8	-2	100	0	-9	101	0
CCCC(C)C(=O)Nc1nc(C)c(-c2csc(Nc3cc(Cl)ccc3C)n2)s1 (stereo unspecified)	27	-3	-8	0.4	10	-13	114	-9	37	115	-4
O=C(O)C1CC(=O)N(CCOc2ccccc2)C1 (stereo unspecified)	24	-8	-16	5.8	10	-7	95	-17	14	93	-1
CCc1ccc(N=C2N=C(N)c3ccccc32)cc1	62	-5	-6	0.7	12	-1	97	-13	5	100	4
O=C(NC1CCCCC1)n1c(=O)oc2ccc(Cl)cc21	62	-9	-8	0.2	7	-4	99	-2	0	100	1
Cc1ccc(NC(=O)CS(=O)CC(=O)N(CC(=O)NC2CCCC2)c2cccc(C)c2C)cc1 (stereo unspecified)	13	-2	-2	0.6	38	-3	99	-2	3	101	-5
CCC(C)NC(=O)CSC1=Nc2ccccc2C2=NC(CC(=O)NCc3ccccc3)C(=O)N12 (stereo unspecified)	22	-11	-19	0.1	32	-10	102	-8	16	99	-2
COc1cc2c(cc1NC(=O)CN(C)Cc1cccc(OC)c1OC)oc1ccccc12	6	-5	-2	0.3	1	-4	94	-2	1	98	-3
CC1(C)CC(NC(=O)c2ccc3c(c2)OCO3)CC(C)(C)N1	26	0	-1	-5.7	11	2	95	1	-7	95	4
CCn1c(CCNC(=O)c2ccc(OC)cc2)nnc1SCc1ccc(Cl)c(Cl)c1	10	-5	-7	4.3	10	-5	101	-2	16	103	-3
Cc1ccc(NC2=CC(=O)C(=O)c3ccccc32)cc1	.	.	5	0.7	3	1	92	-3	9	103	0
